Screens deposited in PubChem BioAssay by National Center for Advancing Translational Sciences (NCATS).
POLK inh – qHTS for Inhibitors of Polymerase Kappa | hit rate 0.53% among 400,000 | Potency, µM (top dose mostly 107 µM), without a hit: at the highest dose activity, negative = inhibition, most hits filed as inhibitors | DNA polymerase kappa (Homo sapiens), Q9UBT6 | purified Pol kappa, fluorescent DNA synthesis assay, 10 min | AID 588579, 2011; further: on the % scale 0 is the no-effect control and ±100 the full control effect
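Fluorescent qHTS in 1536-well format: enzyme (10 nM) and compound sat 15 min at room temperature before 50 nM substrate (final) was added. Signal taken at 0 and 10 min; no-enzyme buffer wells were negative controls.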
G9a block – qHTS Assay for Inhibitors of Histone Lysine Methyltransferase G9a; Histone-lysine N-methyltransferase EHMT2 (Homo sapiens), Q96KQ7; G9a H3K9 monomethylation, AlphaScreen, 2 h; Potency, µM (series often up to 102 µM), for the others: at the top dose activity, negative = inhibition, hits mostly inhibitors; hit rate 8.8% among 350,000; further: on the % scale 0 is the no-effect control and ±100 the full control effect; nearly all actives have a fitted effect of over 75% in size
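Step 1: enzyme (final 20 nM) with compound, 15 min RT. Step 2: substrate peptide 500 nM and SAM 20 uM, 2 h RT. Step 3: anti-H3K9me1 antibody and AlphaScreen beads, 10 min, then plate read.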
POLB inh – qHTS Assay for Inhibitors of DNA Polymerase Beta | P06746 | Pol beta primer extension/strand displacement, fluorescence kinetic | Potency, µM (highest dose often 114 µM), for inactives: at the highest dose activity change, negative = inhibition, actives largely listed as inhibitors | hit rate 1.3% among 340,000 | AID 485314, 2010; further: on the % scale 0 is the no-effect control and ±100 the full control effect
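Homogeneous kinetic assay of primer extension and strand displacement by 10 nM Pol beta, preincubated 15 min at room temperature with compound before 50 nM substrate (final) was added. Read at 0 and 10 min; four-parameter Hill fit.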
BAZ2B block – qHTS Assay for Inhibitors of BAZ2B | Bromodomain adjacent to zinc finger domain protein 2B (Homo sapiens), Q9UIF8 | AlphaScreen BAZ2B-H3K14Ac peptide displacement | Potency, µM (series often up to 114 µM), for inactives: top-dose activity change, negative = inhibition, usual class: inhibitors | hit rate 4.4% among 360,000; further: on the % scale 0 is the no-effect control and ±100 the full control effect; nearly all actives have a fitted effect of over 60% in size
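Compounds, titrated to a top concentration of 110 uM, were incubated 30 min at room temperature with preformed BAZ2B/acetyl-K14 H3 peptide complex (50 nM each). Proximity signal was measured by AlphaScreen after 20 min with beads.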
BLM inh – qHTS Assay for Inhibitors of Bloom's syndrome helicase (BLM); Potency, µM (highest dose often 56.1 µM), for inactives: top-dose activity change, negative = inhibition, hits mostly inhibitors; recombinant BLM DNA unwinding, fluorescence dequenching; RecQ-like DNA helicase BLM (Homo sapiens), P54132; hit rate 0.2% among 350,000; AID 2528, 2010;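 further: plate controls were vehicle for no effect and no enzyme for full effect; nearly all actives have a fitted effect of over 35% in size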
Anesthetic bind – qHTS Assay for Identification of Novel General Anesthetics; apoferritin/1-aminoanthracene competitive binding, fluorescence; hit rate 0.074% among 350,000; Potency, µM (titrated, usually from 77.5 µM), inactives show top-dose activity change, negative = displacement, usual class: inhibitors; further: on the % scale 0 is the no-effect control and ±100 the full control effect; nearly all actives have a fitted effect of over 20% in size
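10 uM apoferritin + 50% sat. 1-AMA, PBS; cpd 10 min RT; Ex380/Em535 endpoint; normalized to free probe vs complex; 4-param Hill fit; propofol titration as pos. ctrl.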
POLH inh – qHTS for Inhibitors of Polymerase Eta; recombinant Pol eta, fluorescent DNA replication assay; Potency, µM (highest dose often 114 µM), without a hit: at the top dose activity change, negative = inhibition, most hits filed as inhibitors; hit rate 1.2% among 390,000; AID 588591, 2011; further: on the % scale 0 is the no-effect control and ±100 the full control effect
Target sequence (Q9Y253 whole entry, looked up): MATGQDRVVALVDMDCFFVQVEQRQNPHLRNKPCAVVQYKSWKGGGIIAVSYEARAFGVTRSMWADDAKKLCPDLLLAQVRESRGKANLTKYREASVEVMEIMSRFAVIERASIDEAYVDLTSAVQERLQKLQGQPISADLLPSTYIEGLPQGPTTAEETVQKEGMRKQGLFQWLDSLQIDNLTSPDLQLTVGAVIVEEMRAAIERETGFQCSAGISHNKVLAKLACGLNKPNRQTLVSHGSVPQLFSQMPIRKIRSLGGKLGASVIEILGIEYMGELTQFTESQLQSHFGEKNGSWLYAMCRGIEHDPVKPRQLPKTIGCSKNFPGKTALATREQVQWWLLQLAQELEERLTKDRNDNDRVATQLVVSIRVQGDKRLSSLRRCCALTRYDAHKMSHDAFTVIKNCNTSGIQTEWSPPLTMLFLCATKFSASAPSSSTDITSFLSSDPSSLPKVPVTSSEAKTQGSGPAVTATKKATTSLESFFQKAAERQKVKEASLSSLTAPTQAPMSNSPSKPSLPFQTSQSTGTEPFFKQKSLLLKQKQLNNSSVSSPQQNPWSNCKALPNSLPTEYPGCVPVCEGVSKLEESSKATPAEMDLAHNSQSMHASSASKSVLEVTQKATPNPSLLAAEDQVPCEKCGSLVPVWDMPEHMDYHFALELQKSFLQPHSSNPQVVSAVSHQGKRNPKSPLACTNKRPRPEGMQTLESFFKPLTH
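Pol eta (10 nM) was preincubated with compounds for 15 min at room temperature, after which fluorescent replication substrate (50 nM final) was added to start the reaction. Fluorescence was read kinetically at 0 and 10 min.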
Pol iota inh – qHTS for Inhibitors of Polymerase Iota. Pol iota fluorescent replication assay, 10 min. AID 588590, 2011. DNA polymerase iota (Homo sapiens), Q9UNA4. hit rate 1% among 390,000. Potency, µM (titrated, usually from 115 µM), inactives show top-dose activity, negative = inhibition, actives largely listed as inhibitors
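Fluorescent replication assay read twice, at 0 min and 10 min after adding 50 nM (final) substrate. Enzyme (10 nM) and compounds were first incubated 15 min at room temperature; enzyme-free buffer wells were negative controls.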
APE1 inh – qHTS Assay for Inhibitors of the Human Apurinic/apyrimidinic Endonuclease 1 (APE1); DNA repair nuclease/redox regulator APEX1 (Homo sapiens), P27695; recombinant APE1, TAMRA/BHQ-2 abasic DNA cleavage fluorescence; Potency, µM (titrated, usually from 65.8 µM), inactives show at the highest dose activity change, negative = inhibition, most hits filed as inhibitors; hit rate 0.35% among 350,000;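 further: plate controls were vehicle for no effect and reference inhibitor for full effect; nearly all actives have a fitted effect of over 55% in size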
Target sequence (P27695 whole entry, looked up): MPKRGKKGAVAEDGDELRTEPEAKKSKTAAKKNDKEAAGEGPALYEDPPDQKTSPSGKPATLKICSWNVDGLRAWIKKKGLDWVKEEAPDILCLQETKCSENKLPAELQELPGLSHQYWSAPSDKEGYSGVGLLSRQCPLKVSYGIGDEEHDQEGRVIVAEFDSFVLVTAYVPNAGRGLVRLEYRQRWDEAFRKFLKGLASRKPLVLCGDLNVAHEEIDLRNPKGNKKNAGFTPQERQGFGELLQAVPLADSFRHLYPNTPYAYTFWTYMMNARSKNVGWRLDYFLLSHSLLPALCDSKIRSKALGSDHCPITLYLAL
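APE1 at 0.75 nM final was preincubated with compound 15 min at room temperature, then 50 nM double-stranded THF abasic-site substrate (5'-TAMRA/3'-BHQ-2) was added. Fluorescence (ex 525/em 598 nm) was read kinetically; third-minus-first read gave activity.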
Numbers without * were called inactive; u = inconclusive; x = not tested or not shown; & = joins results of further samples; [ ] = dose if it differs, or a comment. The call rests on the fitted dose curve; in most records, active means well fitted curve in the direction sought with a large enough effect; inconclusive means small, poorly fitted or top-dose-only effect, or another doubt; inactive means no such curve, though single readings can be large; an effect the other way counts as inactive or inconclusive. Potency means the concentration at half of the fitted maximal effect.

compound	POLK inh	G9a block	POLB inh	BAZ2B block	BLM inh	Anesthetic bind	POLH inh	Pol iota inh	APE1 inh
Cc1nc2ncnn2c(C)c1CCC(=O)N1CCN(C(=O)c2ccco2)CC1	3%	8%	42%	7%	-1%	-5%	2%	29%	2%
COC(=O)c1c(NC(=O)CN2C(=O)C(=O)N(CC(C)C)C2=O)sc(C)c1C	-8%	x	9%	u	-13%	-8%	-4%	29%	-3%
CC1CCc2c(sc3nc(CN4CCOCC4)nc(N4CCc5ccccc5C4)c23)C1 (configuration not stated)	-5%	u	-11%	u	2%	u	-20%	12%	1%
Cc1ccc(N2C(=O)CSC23C(=O)N(Cc2ccccc2F)c2ccccc23)cc1F (configuration not stated)	8%	-32%[59 µM]	4%	-20%	-8%	6%	-9%	-9%	x
CC1(C)CC(=O)C/C(=N/Nc2nc3ccccc3s2)C1	0%	50µM*	8%	u	-2%	-22%	1%	21%	1%
COc1ccc(C2=NOC(Cn3nc(-c4ccccc4)cc3C(=O)O)C2)cc1 (configuration not stated)	5%	3%[0.501 µM]	x	4%	x	x	-1%	-1%	-6%
COc1cc(OC)cc(C(=O)NC(C(=O)O)C23CC4CC(CC(C4)C2)C3)c1 (configuration not stated)	2%	-7%	55%	x	0%	-3%	-19%	65%[activator]	-2%
CC(C)CN1CC[C@@]2(CCCN(S(=O)(=O)c3ccccc3)C2)C1	-2%[60.1 µM]	1%[12.7 µM]	x	x	2%	x	x	x	11%
COc1ccc(-c2nn(-c3ccccc3)cc2C(=O)O)cc1OC	-8%	1%	-7%	-1%	-1%	-6%	-5%	20%	-2%
O=C(CN1C(=O)NC(Cc2c[nH]c3ccccc23)C1=O)Nc1cccc(S(=O)(=O)N2CCCC2)c1 (configuration not stated)	-6%	-37%	3%	-32%	2%	-17%	-14%	155%[activator]	-2%
CC(=O)c1ccc(OCc2cc(C(=O)N(C)Cc3cc(C)no3)no2)cc1	7%	26%	15%	-12%	-2%	-19%	-6%	18%	45%
O=C(c1nn(Cc2ccccc2)c(=O)c2ccccc12)N1CCN(C/C=C/c2ccccc2)CC1	-6%	u	u	u	-10%	-14%	-20%	-7%	-2%
COc1ccc(OCc2cc(C(=O)N3CCCCCC3)no2)c(Cl)c1	-10%	47%	18%	2%	-3%	u	-15%	15%	-6%
O=C(COc1ccccc1)Nc1cc(S(=O)(=O)N2CCOCC2)ccc1N1CCCC1	-12%	u	x	-5%	x	x	-18%	23%	-6%
O=C(COc1cc(O)c2c(=O)c3ccccc3oc2c1)OCc1ccccc1	5%	33%[12.7 µM]	11%	-14%	-3%	-3%	-12%	28%	-7%
O=C(Nc1ccc(-c2nc3ccccc3o2)cc1)c1cccnc1	-11%	31%[activator]	15%	-37%	1%	-8%	-14%	21%	2%
Nc1nc(-n2cnnc2)nn1-c1ccccc1	-7%	4%[59 µM]	5%	4%	3%	8%	-15%	29%	0%
Cc1ccc(OCC(=O)N2N=C(c3ccc(Cl)cc3)CC2c2ccco2)c([N+](=O)[O-])n1 (configuration not stated)	4%	u	u	u	-8%	-18%	-14%	18%	-4%
CCOC(=O)C1=C(C)N=C2SC(C)C(=O)N2C1c1cccc(F)c1 (configuration not stated)	-10%	-18%	4%	-7%	-14%	-19%	-3%	u	-3%
COC(=O)Cn1c2ccccc2c2nc3ccccc3nc21	0%	8%[59 µM]	18%	u	-1%	-7%	-15%	88%[activator]	16%
CC(=O)N1c2ccccc2C(=O)C1N1CCN(c2cccc(C(F)(F)F)c2)CC1 (configuration not stated)	-17%	-11%[59 µM]	2%	u	-9%	u	-22%	-2%	x
O=C(NCCNC(=O)c1ccco1)c1ccc(Cl)c(Cl)c1	5%	-8%	42%	-5%	1%	29%	-15%	10%	-38%
CCCc1ccc(-c2csc(NC(=O)C3=COCCO3)n2)cc1	-17%	7%[2.33 µM]	x	-5%	x	x	-28%	-9%	8%
CCOc1cccc(C(=O)Nc2cc(C)ccc2NC(=O)c2ccco2)c1	-3%	x	1%	u	6%	-13%	-19%	42%[activator]	5%
Cc1nn(CC(=O)c2ccc(Cl)s2)c(C)c1[N+](=O)[O-]	3%	u	-7%	u	-5%	-14%	-3%	6%	-7%
COCCN(C(=O)c1cc(S(=O)(=O)N2CCCCC2)ccc1Cl)c1c(N)n(CC(C)C)c(=O)[nH]c1=O	-1%	-37%	x	14%	x	x	-16%	33%[activator]	2%
COc1ccc(Cl)cc1NC(=O)CC(C)=O	-10%	-32%	22%	-5%	0%	-17%	-16%	-1%	-2%
CCCCCC(=O)Nc1cc(S(=O)(=O)N2CCCCC2)ccc1N1CCOCC1	-23%	-2%[12.7 µM]	32%	-2%	-8%	-20%	-13%	15%	-15%
CCOC(=O)COc1ccc(S(=O)(=O)N2CCN(c3ccc(OC)cc3)CC2)cc1	-1%	4%	-25%	-5%	-2%	-6%	-10%	17%	-10%
COc1cc(C(=O)Nc2ccc(F)cc2Cl)ccc1OCC(=O)N1CCOCC1	-7%	-3%	x	11%	x	x	5%	25%	6%

Compound profiles (already shown). Values in the order: POLK inh	G9a block	POLB inh	BAZ2B block	BLM inh	Anesthetic bind	POLH inh	Pol iota inh	APE1 inh
Results for O=C(NCCNC(=O)c1ccco1)c1ccc(Cl)c(Cl)c1 : 5%	-8%	42%	-5%	1%	29%	-15%	10%	-38%
Results for COCCN(C(=O)c1cc(S(=O)(=O)N2CCCCC2)ccc1Cl)c1c(N)n(CC(C)C)c(=O)[nH]c1=O : -1%	-37%	x	14%	x	x	-16%	33%[activator]	2%
Results for Cc1nn(CC(=O)c2ccc(Cl)s2)c(C)c1[N+](=O)[O-] : 3%	u	-7%	u	-5%	-14%	-3%	6%	-7%
Results for CC(=O)N1c2ccccc2C(=O)C1N1CCN(c2cccc(C(F)(F)F)c2)CC1 (configuration not stated) : -17%	-11%[59 µM]	2%	u	-9%	u	-22%	-2%	x

More entries.
compound	POLK inh	G9a block	POLB inh	BAZ2B block	BLM inh	Anesthetic bind	POLH inh	Pol iota inh	APE1 inh
O=C(Nc1cccc(Cl)c1)c1nc[nH]c1C(=O)NCc1ccccc1	-11%	0%[0.501 µM]	x	1%	x	x	-7%	-17%	6%
COC(=O)Nc1ccc(S(=O)(=O)N(C)C)cc1	2%	18%[59 µM]	39%	0%	-1%	-4%	-18%	5%[58.9 µM]	7%
CCCOc1ccc(C2C(C(=O)c3ccco3)=C(O)C(=O)N2CCCn2ccnc2)cc1 (configuration not stated)	-14%	u	34%	-8%	-1%	-8%	3%	44%[activator]	19%
COc1cc(C(=O)N2CCN(C)CC2)cc(OC)c1OC	2%	-4%	u	-18%	-1%	-7%	-8%	13%	0%
CCOc1ccc(NC(=O)CN(C)C(=O)C2CC(=O)N(CCc3ccccc3)C2)cc1OCC (configuration not stated)	-10%	0%	x	5%	x	x	-4%	14%	3%
O=C(CSc1nnc(-c2ccc3c(c2)OCO3)o1)Nc1ncc(C(F)(F)F)cc1Cl	-6%	7%	1%	10%	-5%	-5%	u	-5%	0%
COc1ccc(C2C(C(=O)c3ccco3)=C(O)C(=O)N2CC2CCCO2)c(OC)c1 (configuration not stated)	-7%	u	-5%	-11%	1%	5%	-1%	-7%	-4%[12.4 µM]
Cc1ccc(Oc2ccc(S(=O)(=O)N3CCOCC3)cc2C(N)=O)c(-n2nc3ccccc3n2)c1	-12%	x	26%	-23%	3%	u	-13%	13%	-4%
Cc1ccccc1NS(=O)(=O)c1ccc(NC(=O)c2ccco2)cc1	-1%	-9%[12.7 µM]	33%	0%	-12%	-7%	-5%	-8%	4%
CC(=O)Nc1ccc(S(=O)(=O)NC2=NCN(CCO)CN2)cc1	4%	15%[59 µM]	0%	-25%	0%	-5%	-8%	17%	x
COc1cc2[nH]c(=O)n(Cc3ccc(C(=O)N4CCC(N5CCCCC5)CC4)cc3)c(=O)c2cc1OC	5%	x	12%	-3%	-13%	-1%	-18%	25%	0%
COc1ccc(NC(=O)CSc2nc(=O)n(CCN3CCOCC3)c3c2CCCC3)c(OC)c1	0%	-19%	x	5%	x	x	-8%	32%[activator]	31%
CC(C)CC(=O)Nc1nnc(S(=O)(=O)N2c3ccccc3CC2C)s1 (configuration not stated)	15%&7%	-1%	2%&-1%	u	-2%&-5%	-12%&-3%	-9%&-14%	-1%&12%	5%
CCCc1ccc(C(=O)[C@@H]2[C@@H](C(C)=O)N3c4ccc(F)cc4C=C[C@@H]3[C@@]23C(=O)Nc2ccccc23)cc1	-3%	30%[activator][12.7 µM]	-20%	-33%	-11%	-19%	-19%	22%	3%
COc1ccc(C(=O)N/N=C/c2c(C)[nH]c(=O)[nH]c2=O)cc1	-10%	-3%	3%	-11%	-1%	-8%	-17%	36%[activator]	9%

Looked up by compound from above:
compound	POLK inh	G9a block	POLB inh	BAZ2B block	BLM inh	Anesthetic bind	POLH inh	Pol iota inh	APE1 inh
Cc1ccc(Oc2ccc(S(=O)(=O)N3CCOCC3)cc2C(N)=O)c(-n2nc3ccccc3n2)c1	-12%	x	26%	-23%	3%	u	-13%	13%	-4%
COc1cc(OC)cc(C(=O)NC(C(=O)O)C23CC4CC(CC(C4)C2)C3)c1 (configuration not stated)	2%	-7%	55%	x	0%	-3%	-19%	65%[activator]	-2%
CC(=O)Nc1ccc(S(=O)(=O)NC2=NCN(CCO)CN2)cc1	4%	15%[59 µM]	0%	-25%	0%	-5%	-8%	17%	x

Not all compounds are listed; rates above refer to the full screens.
